Bioassay records as filed in PubChem BioAssay.
T cell HTS: T cell immune modulation candidate | 2C CD8+ T cell-vesicle binding, flow cytometry; hits give low values | calls only at 7 µM | 330,000 tested, 0.068% active;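 active = response, share of CD8 T cells binding vesicles, and their 90th percentile fluorescence all below set limits, cut at about 80% in these data, passing the limit was not always enough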
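Incubation: binding step 1.5 h, 37 °C, antibody labelling 20 min, ice; system: murine 2C transgenic CD8+ T lymphocytes; technique: cytometric PE anti-B7-1 and Alexa647 anti-CD8 signals after 1% paraformaldehyde fixation; also added: QL9-charged Drosophila Ld/ICAM-1/B7-1 vesicles; control set: naked versus QL9-loaded vesicles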
Large T inhibition: TAg ATPase/helicase activity blockers – biochemical (AID 1903) | SV40 large T antigen ATPase/helicase inhibition assay; higher % means a stronger effect | 310,000 tested, 0.39% active | inhibition, % at 20 µM, or IC50 in µM where a hit was titrated; in the data active = a potency from the dose series; inconclusive = inhibition mostly from about 32% at the one dose, without a potency; inactive = the rest, 99 in 100 with inhibition below about 32%; also: strong numbers were not always called active
MgcRacGAP inhibition: MgcRacGAP GTPase-activating activity inhibitors, confirmation, biochemical, ADP Hunter fluorescence | 340,000 tested, 0.6% active | MgcRacGAP-stimulated Rac1 GTP hydrolysis, ADP Hunter fluorescence; higher % means a stronger effect; GST-tagged Rac1 F28L mutant substrate | inhibition, % at 30 µM, or IC50 in µM where a hit was titrated;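 active = first-screen hits whose inhibition reached a set limit at any dose in the follow-up dose series; inconclusive = inhibition above the set first-screen limit but never retested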;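 also: fluorescence reports GDP produced by GAP-driven GTP hydrolysis; strong numbers were not always called active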
Salmonella PhoP GFP: PhoP-dependent GFP reporter repression – Salmonella Typhimurium, primary screen (AID 1863) | S. Typhimurium PhoP-regulated promoter GFP reporter, 4 h; higher % means a stronger effect | one-dose inhibition, % at 50 µM; IC50 in µM for titrated hits | 300,000 tested, 0.16% active;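 active = inhibition over 29.93%, a cutoff 3 SD above the screen mean, later confirmed by dose response; inconclusive = inhibition over 29.93% but no dose response follow-up; inactive = inhibition at most 29.93% or unconfirmed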;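 also: 0% = low Mg2+ inducing control and 100% = high Mg2+ repressing control; strong numbers were not always called active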
RSV CPE inhibition: inhibition of RSV-induced cytopathic effect – HEp-2 cells, primary 10 µM value included (AID 2391) | HEp-2 cells, RSV-induced CPE inhibition; higher % means a stronger effect | CPE inhibition, % at 10 µM, or IC50 in µM where a hit was titrated | 310,000 tested, 0.13% active; in the data active = a potency from the dose series; inconclusive = CPE inhibition mostly from about 23% at the one dose, without a potency; inactive = the rest, 99 in 100 with CPE inhibition below about 21%; also: strong numbers were not always called active
NTR1 agonist: agonists of NTR1, primary screen, imaging, U2OS cells, beta-arrestin-GFP, high content (AID 493036) | P30989 | NTR1-U2OS beta-arrestin-GFP spot imaging, agonist mode | activation, % at 20 µM | 330,000 tested, 0.17% active;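 active = activation at or above 40% of the spot to cytoplasm intensity ratio, with at least 20 cells analyzed; inconclusive = wells under 20 cells, flagged as cytotoxic or low count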;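 also: 0% = DMSO without peptide and 100% = 100 nM NTR1 peptide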
Target sequence (P30989 whole entry, looked up): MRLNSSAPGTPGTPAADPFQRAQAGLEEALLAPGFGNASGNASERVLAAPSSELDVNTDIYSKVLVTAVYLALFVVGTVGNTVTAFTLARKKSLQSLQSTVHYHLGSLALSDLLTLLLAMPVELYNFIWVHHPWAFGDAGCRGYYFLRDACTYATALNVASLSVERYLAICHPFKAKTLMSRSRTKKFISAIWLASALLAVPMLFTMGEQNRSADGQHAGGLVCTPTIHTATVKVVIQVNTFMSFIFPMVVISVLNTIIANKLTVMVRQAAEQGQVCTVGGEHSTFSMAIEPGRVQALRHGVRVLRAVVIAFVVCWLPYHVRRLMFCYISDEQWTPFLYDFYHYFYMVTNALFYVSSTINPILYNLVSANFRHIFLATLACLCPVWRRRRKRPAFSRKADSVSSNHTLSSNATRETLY
UTI89 phage lysis: inhibition of K1F phage lysis, E. coli UTI89, bacterial capsule biogenesis inhibitors, alamar blue (AID 488966) | 340,000 tested, 0.02% active | inhibition, % at 100 µM, or IC50 in µM where a hit was titrated | E. coli UTI89 K1F phage lysis, alamar blue, 2 h; higher % means a stronger effect;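 active = phage lysis inhibition, versus mean bacterial control, above a set limit; inconclusive = no clear call, values can overlap the other calls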;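 also: capsule biogenesis inhibitors block K1F phage lysis so surviving cells raise fluorescence; higher fluorescence means more inhibition of phage lysis; actives were called in the ten point dose series up to 300 µM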
Myeloid diff MLP: myeloid differentiation induction | ER-HoxA9 myeloid progenitors, lysozyme-GFP differentiation, flow cytometry | calls only at 10 µM | 360,000 tested, 1% active;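 active = normalized GFP-positive differentiation at or above the plate's own cutoff, the solvent-only control mean plus 3 SD; inconclusive = no clear call, values can overlap the other calls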;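 also: cells exposed to compound for four days before flow analysis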
TNAP activation fold: stimulation of alkaline phosphatase TNAP activity – biochemical, luminescent, no phosphate acceptor, uHTS, primary screen (AID 1001) | one-dose activation fold at 20 µM; EC50 in µM for titrated hits | purified TNAP, luminescent activation assay, no phosphate acceptor; higher activation fold means a stronger effect | 200,000 tested, 0.03% active; in the data active = activation fold from about 3, or a potency from the dose series; inactive = the rest, 99 in 100 with activation fold below about 1.6; also: many of its hits are not listed in these tables
T cell HTS vesicle-bound %: recorded beside T cell HTS, whose call it bears; double positive events, %; measured here: CD8+ vesicle-bound cell fraction;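 binding gate set so that unloaded-vesicle control wells show 10% double positive cells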
NTR1 agonist cell count 20 µM: further read-out of NTR1 agonist, marked with its call; cell count; measured here: cell count, cytotoxicity flag
Myeloid diff MLP GFP+ MAC1+ %: second read-out of Myeloid diff MLP, no call of its own (marks repeat the call); GFP+ MAC1+ double positive, %; measured here: differentiation confirmed by MAC1 staining
The depositor's hits bear a star; i = inactive; ? = inconclusive; . = no result given; + = active, no number; [ ] = remark or other dose.

structure,T cell HTS,T cell HTS vesicle-bound %,Large T inhibition,MgcRacGAP inhibition,Salmonella PhoP GFP,RSV CPE inhibition,NTR1 agonist,NTR1 agonist cell count 20 µM,UTI89 phage lysis,Myeloid diff MLP,Myeloid diff MLP GFP+ MAC1+ %,TNAP activation fold
O=C1NC(c2cn(-c3ccccc3)nc2-c2cccs2)C(C(=O)c2cccnc2)C(O)(C(F)(F)F)N1 (centres undefined),i,15,10%,12%,3%,0.9%,1.0,71,0.2%,i,0.5,1.2
Cc1ccccc1NC(=O)/C=C/c1cccc(C(F)(F)F)c1,i,68,25%,3%,-8%,2.5%,-0.5,46,4.6%,i,0.7,1
CCOc1ccc2nc(Cl)c(C3CC(c4ccco4)=NN3S(=O)(=O)c3ccccc3)cc2c1 (centres undefined),i,56,2%,6%,9%,3.4%,-1.1,54,0.0%,i,1.7,1
CCOc1cc(/C=C/c2cccc[n+]2C)ccc1OCC(=O)Nc1ccc(C)cc1,i,15,7%,7%,8%,1.9%,-0.3,49,-0.1%,i,0.6,.
COc1ccc(NC(=O)CCNS(=O)(=O)c2ccc3c(c2)c(=O)n(C)c(=O)n3C)c(OC)c1,i,9,3%,13%,-4%,2.1%,-1.0,72,-1.6%,+,1.7*,1.1
CCOC(=O)CCc1c(C)n(CC)c2cc(-c3ccccc3OC)nn2c1=O,i,47,1%,4%,-7%,8.7%,-0.5,88,-3.4%,i,1.4,1.1
COc1ccccc1NC(=O)Nc1ccc2c(c1)CCC2,i,66,22%,7%,7%,41µM*,3.0,53,0.6%[50 µM],i,1.0,.
O=C(CCCC(=O)c1ccccc1)Nc1ccc(F)cc1,i,50,11%,5%,-1%,1.1%,1.0,69,0.5%,i,0.7,.
Cc1cc(NC(=O)CSc2nnc(-c3cccnc3)n2C2CCCCC2C)no1 (centres undefined),i,37,7%,6%,-2%,0.7%,-1.0,37,0.9%,.,.,1
COc1ccc(CNCCCSc2ncccn2)cc1OC,i,44,15%,16%,9%,-0.3%,-0.4,54,-0.9%,i,0.2,.
Cc1cccc(C)c1OCc1cc(C(=O)NCC2CCCCC2)no1,i,33,5%,6%,-4%,.,2.2,75,0.3%,i,1.4,.
Cc1ccc(C(=O)NNC(=O)c2ccncc2)cc1[N+](=O)[O-],i,19,.,8%,.,-0.1%,-1.1,56,0.4%,i,0.2,.
CCCCNc1c(-c2ccc(OC)c(SC3CCCCC3)c2)nc2cc(C)ccn12,i,23,-4%,1%,.,2.4%,7.4,104,2.6%,i,0.6,.
CCN(CC)CCNCc1ccc(Br)cc1OCC(=O)NCc1ccccc1,i,38,5%,3%,-3%,-3.2%,0.1,66,-0.1%,i,0.3,1.1
CCn1c(SCC(=O)Nc2nc3ccccc3s2)nnc1-c1ccc(Br)cc1,i,47,0%,2%,1%,1.0%,2.1,60,2.2%,i,1.1,1.1
O=C(CN1CCCCCC1)Nc1ccc(Br)cc1[N+](=O)[O-],i,28,13%,7%,2%,1.9%,8.1,65,1.8%,i,0.1,.
COc1ccc(-c2cc(C(F)(F)F)nc(S(=O)(=O)CCC(=O)N3CCOCC3)n2)cc1,i,39,23%,-4%,-4%,-3.8%,6.8,39,-2.1%,i,0.8,1.1
COc1ccc(C(=O)NNC(=S)NC(=O)c2cccc([N+](=O)[O-])c2)cc1,i,26,8%,10%,.,0.8%,-0.6,46,-1.4%,i,0.7,.
COc1ccc(/C=C/C(=O)OCC(=O)NCCCc2ccccc2)cc1OC,i,49,.,1%,.,.,-2.0,45,-0.5%[50 µM],i,0.7,.
CCc1ccc(-c2csc3nc[nH]c(=O)c23)cc1,i,51,5%,-10%,5%,14%,1.2,73,-2.1%,i,0.6,.

Among those listed so far, 8 have an aryl methoxy group:
structure,T cell HTS,T cell HTS vesicle-bound %,Large T inhibition,MgcRacGAP inhibition,Salmonella PhoP GFP,RSV CPE inhibition,NTR1 agonist,NTR1 agonist cell count 20 µM,UTI89 phage lysis,Myeloid diff MLP,Myeloid diff MLP GFP+ MAC1+ %,TNAP activation fold
COc1ccc(NC(=O)CCNS(=O)(=O)c2ccc3c(c2)c(=O)n(C)c(=O)n3C)c(OC)c1,i,9,3%,13%,-4%,2.1%,-1.0,72,-1.6%,+,1.7*,1.1
CCOC(=O)CCc1c(C)n(CC)c2cc(-c3ccccc3OC)nn2c1=O,i,47,1%,4%,-7%,8.7%,-0.5,88,-3.4%,i,1.4,1.1
COc1ccccc1NC(=O)Nc1ccc2c(c1)CCC2,i,66,22%,7%,7%,41µM*,3.0,53,0.6%[50 µM],i,1.0,.
COc1ccc(CNCCCSc2ncccn2)cc1OC,i,44,15%,16%,9%,-0.3%,-0.4,54,-0.9%,i,0.2,.
CCCCNc1c(-c2ccc(OC)c(SC3CCCCC3)c2)nc2cc(C)ccn12,i,23,-4%,1%,.,2.4%,7.4,104,2.6%,i,0.6,.
COc1ccc(-c2cc(C(F)(F)F)nc(S(=O)(=O)CCC(=O)N3CCOCC3)n2)cc1,i,39,23%,-4%,-4%,-3.8%,6.8,39,-2.1%,i,0.8,1.1
COc1ccc(C(=O)NNC(=S)NC(=O)c2cccc([N+](=O)[O-])c2)cc1,i,26,8%,10%,.,0.8%,-0.6,46,-1.4%,i,0.7,.
COc1ccc(/C=C/C(=O)OCC(=O)NCCCc2ccccc2)cc1OC,i,49,.,1%,.,.,-2.0,45,-0.5%[50 µM],i,0.7,.

(next part)
structure,T cell HTS,T cell HTS vesicle-bound %,Large T inhibition,MgcRacGAP inhibition,Salmonella PhoP GFP,RSV CPE inhibition,NTR1 agonist,NTR1 agonist cell count 20 µM,UTI89 phage lysis,Myeloid diff MLP,Myeloid diff MLP GFP+ MAC1+ %,TNAP activation fold
O=C(CN(Cc1ccc(F)cc1)S(=O)(=O)c1ccc(S(=O)(=O)N2CCOCC2)cc1)Nc1ccccc1,i,60,5%,-15%,1%,4.2%,2.2,49,0.7%[50 µM],i,1.3,0.9
CCOc1ccccc1NC(=O)N1CCC(n2nnc3cc(C)ccc32)CC1,i,18,8%,5%,-2%,1.0%,-0.2,77,0.2%,i,0.7,1.1
COc1cc(C(C)=O)ccc1OCC(O)CN1CCN(c2ccc(F)cc2)CC1 (centres undefined),i,54,14%,10%,-6%,-1.7%,-0.2,59,-0.2%,i,0.5,.
CCc1ccc(N2C(=O)CN(Cc3cc(OC)c(OC)c(OC)c3)C2=S)cc1,i,14,1%,-5%,-8%,0.9%,4.6,32,3.6%[50 µM],i,0.6,1
NC(=O)c1nsc(C(=O)N(Cc2cccnc2)C(C(=O)NC2CCCC2)c2ccc(F)cc2)c1N (centres undefined),i,36,17%,8%,1%,0.1%,1.5,44,0.1%,i,1.6,.
Cc1c(NC(=O)CN2c3cccc4cccc(c34)S2(=O)=O)c(=O)n(-c2ccccc2)n1C,i,51,8%,13%,-16%,0.4%,-0.1,58,2.2%,i,0.7,1
C=CCn1c(CCC(=O)Nc2ccc(C)c(Cl)c2)nnc1SCC(=O)Nc1ccccc1C,i,13,-4%,4%,7%,14%,1.0,58,1.3%,i,2.2,1.1
CCCc1cc(=O)n2[nH]c(NCc3cccs3)nc2n1,i,28,9%,1%,-10%,1.2%,-1.1,100,-0.1%,i,0.7,1
COc1ccccc1N1CCN(C(=O)C(C)NC(=O)c2ccco2)CC1 (centres undefined),i,22,.,5%,.,-0.2%,-0.6,56,-0.2%[50 µM],i,1.0,.
S=C1SCN(Cc2cccnc2)CN1Cc1ccccc1,i,50,9%,5%,16%,0.3%,2.0,61,2.7%,i,0.7,1.1
CN(c1cccc(NC(=O)c2ccc(C(C)(C)C)cc2)c1)S(C)(=O)=O,i,53,1%,6%,-5%,12%,16,33,0.2%,i,0.0,1.1
C[C@H](NC(=O)NCc1ccc(F)cc1)C(=O)O,i,6,8%,1%,9%,0.1%,-1.7,58,1.7%[50 µM],i,2.1,1.1
CN1C(=O)/C(=N/OC(=O)c2ccccc2Br)c2ccccc21,i,65,10%,8%,-3%,15%,3.0,81,0.3%,i,0.5,1
COc1ccc(-n2c(CCc3ccccc3)nnc2SCC(=O)NCc2ccccc2)cc1,i,55,12%,7%,-6%,1.2%,-0.8,53,-2.1%,i,0.2,1.1
Cn1cc(CN2CCCC(C(=O)Nc3ccc(-c4cccc(F)c4)cc3)C2)cn1 (centres undefined),i,22,9%,10%,-1%,2.3%,0.6,55,0.8%,?,.,.
CCC(CC)n1[nH]c(=O)cc1N,i,30,12%,-6%,-12%,2.7%,-0.3,63,-0.1%,i,1.0,1
COc1ccc(OCC(=O)NNC(=O)c2cccs2)cc1,i,42,2%,9%,0%,2.1%,0.3,61,0.4%,i,1.4,1
Cc1cc(C(=O)Nc2c(C)n(C)n(-c3ccccc3)c2=O)c2ccccc2n1,i,38,5%,5%,8%,0.7%,-0.2,57,5.1%,i,1.8,1.1
